Pf apPOL inh: Pf-apPOL DNA polymerase inhibition. Recombinant Pf-apPOL, molecular beacon fluorescence, 1.5 h. inhibition, % at 10 µM. 210,000 compounds, 0.25% hits. AID 1794808
mHTT-CaM PPI inh: inhibitors of human mutant huntingtin-calmodulin interaction. AlphaScreen His-mHTT/GST-CaM binding, luminescence. inhibition, % at 15 µM. 190,000 compounds, 3.6% hits;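 further: 0% = both proteins with DMSO and 100% = one protein alone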
* = called active by the depositor; nt = not tested or not shown; & = joins results of further samples. No stated cut-off is given here; in the data, active means inhibition above about 50%; inactive means the rest.

SMILES | Pf apPOL inh | mHTT-CaM PPI inh
COc1ccc(Br)cc1CNC(=O)C1CCN(c2nc3ccccc3o2)CC1 | -13 | 8
O=C(Nc1ccc2c(c1)OCO2)c1cn2c(n1)CSCC2 | -7 | 43
C=CCn1c(=N)c(C(=O)N2CCCCC2)cc2c(=O)n3cccc(C)c3nc21 | -4 | 5
C=CCOC(=O)COc1cc2c(C(=O)OCC)c(-c3ccccc3)oc2cc1Br | -10 | -13
c1cncc(CN2CCc3ccccc3C2)c1 | -5 | -7
CCOCCCNC(=O)C1(C)CCC(=O)N1c1cc(C)c(Cl)cc1OC (stereo not drawn) | -1 | 26
O=C(Nc1n[nH]c(C(=O)O)n1)c1ccc(Br)cc1 | -4 | 9
C[C@@H]1C(c2cccc(Cl)c2)=NN(c2ccccc2)[C@H]1C(=O)N1CCOC1=O | -6 | -24
O=C1c2ccccc2C(=O)N1CC(=O)N1c2ccccc2Sc2ccccc21 | -9 | 2
O=C(c1cc(F)c(F)cc1Cl)N1CCN(c2ccccc2)CC1 | -6 | 1
O=C(C1CCCCC1)N1C[C@H](O)[C@@H](n2cc(-c3ccc(F)cc3)nn2)C[C@@H]1c1ccc(Cl)cc1 | 1 | 25
CCCc1oc2cc(O)ccc2c(=O)c1Oc1ccc(F)cc1 | -10 | -2
Cn1ncc([N+](=O)[O-])c1C(=O)Nc1ccccc1C#N | 0 | -8
COC(=O)c1ccc2nc(NC(=O)c3cnccn3)sc2c1 | -1 | -6
COc1cccc(NC(=O)N2CCN(C3=CC4=NC(C)CN4C=N3)CC2)c1 (stereo not drawn) | 0 | 3
CN(C)CCNc1ccc(Cl)cc1[N+](=O)[O-] | 2 | -2
COc1ccc(C2CC(=O)C3=C(C2)Nc2ccccc2NC3c2cccc(Cl)c2)cc1OC (stereo not drawn) | -27 | 50
COc1cccc(-c2nc3ccccn3c2NC(=O)C(C)(C)CCl)c1 | 0 | 1
COc1nn(C)cc1C(=O)N1CCN(C(=O)C2CC2c2ccccc2)CC1 (stereo not drawn) | 1 | -7
COc1ccc(CCC(=O)NCC(C)(O)CCSC)cc1 (stereo not drawn) | -6 | -2
Cc1ccc(NC(=O)c2cc(S(=O)(=O)NCc3ccc(F)cc3)ccc2F)cc1Cl | -1 | 2
N#Cc1c(F)cccc1NCc1cccnc1 | -9 | nt
Cc1cc(C)cc(-n2nnc(C(=O)NC(C)C)c2N)c1 | -11 | -3
COc1ccc(C(=O)N2CCC3(CC2)NC(=O)c2ccc(Cl)cc2N3)cc1 | -3 | 16
CC1c2cccn2-c2sc3c(c2CN1C(=O)NC1CCCC1)CCCC3 (stereo not drawn) | -3 | 19
Later entries:
SMILES | Pf apPOL inh | mHTT-CaM PPI inh
CCCc1noc(-c2cccnc2N2CCCN(C(=O)c3ccc(F)c(Cl)c3)CC2)n1 | 4 | -10
Cc1cc(C)cc(C(=O)N2CCCC(C(=O)NCc3ccccc3C)C2)c1 (stereo not drawn) | 8 | 10
O=c1[nH]c(=O)c2c(Cl)cc(Cl)cc2[nH]1 | nt | -3
COc1ccccc1N1CCN(Cc2nc(C)c(C(C)=O)s2)CC1 | -10 | nt
CC(=O)NC1=NC(=O)/C(=C/c2ccc(OCc3ccccc3F)cc2)S1 | -8 | 5
O=C(NCCc1csc2nc(-c3ccccc3F)nn12)c1cnn(-c2ccccc2)n1 | -8 | -14
CC(C)n1nc(CO)c2c1CCN(C(=O)C1COc3ccccc3O1)C2 (stereo not drawn) | 3 | 14
Cc1ccc(CCC(N)=O)o1 | -9 | 3
O=C(Nc1ccccc1)C1CCN(c2ncnc3c2nc2n3CCCCC2)CC1 | -3 | -1
CCn1c(=O)c(-c2nc(-c3cc(C)ccc3C)no2)c(O)c2ccccc21 | -3 | -6
COc1ccc(C(=O)CC(=O)c2cc(C)ccc2O)cc1 | 2 | 16
CC(C)(C)c1ccc(C(=O)N2CCN(c3ccc([N+](=O)[O-])c(NCc4ccco4)c3)CC2)cc1 | -11 | 30
CCCCC[C@H]1CN(C2CCCCC2)C(=O)[C@@H]1CC(=O)NCc1ccc(OC)cc1 | -4 | 46
COc1ccc(C(=O)N2CCN(C/C=C/c3ccccc3)CC2)cc1 | -1 | 8
CC1(C(=O)NCc2cccs2)Oc2cccnc2NC1=O (stereo not drawn) | -5 | -2
O=[N+]([O-])c1ccc(C=Nc2ccccc2C2CC2)cc1 | -5 | 9
Cc1cc(Br)ccc1N1CCC(C(=O)NC(C)(C)C)C1=O (stereo not drawn) | -1 | -1
CC(C)C(=O)Nc1cccc(N2CCCN(Cc3cc(F)cc(F)c3)C2=O)c1 | -5 | -1
Cc1nc(=O)c(-c2ccccc2)c(C)n1-c1ccc(C(=O)O)cc1 | -2&-1 | -3&-7
N#CC1=C(S)NC2=C(C(=O)CCC2)C1Cc1ccccc1 (stereo not drawn) | -6 | 59*
N#CC1=C(N)Oc2cc(O)ccc2C1c1cc(Br)cs1 (stereo not drawn) | -20 | 10
CS(=O)(=O)N1CCN(C(=O)C2(c3ccccc3)CCOCC2)CC1 | -1 | -10
Cc1ccc(-n2nnc(-c3noc(C)n3)c2C)cc1 | -1 | -8
N#Cc1c(N=Cc2ccccc2O)sc2c1CCCC2 | -5 | -1
O=C(COc1ccc(Cl)cc1)Nc1c2c(nn1-c1ccc(F)cc1)CS(=O)C2 (stereo not drawn) | -1 | 0

Taken from above.
COc1cccc(NC(=O)N2CCN(C3=CC4=NC(C)CN4C=N3)CC2)c1 (stereo not drawn) @ mHTT-CaM PPI inh: 3
N#CC1=C(N)Oc2cc(O)ccc2C1c1cc(Br)cs1 (stereo not drawn) @ Pf apPOL inh: -20

Next part.
SMILES | Pf apPOL inh | mHTT-CaM PPI inh
CC(Sc1nccn1-c1cccc(Cl)c1Cl)C(=O)Nc1c(F)cccc1F (stereo not drawn) | -2 | nt
O=S(=O)(CCOc1ccc(F)cc1)Nc1cccnc1 | -10 | -13
CC1CCCCN1S(=O)(=O)c1ccc2[nH]c(=O)sc2c1 (stereo not drawn) | 3 | 4
CCN(CC)c1nc(C)nc2c1c(C)nn2-c1ccc(F)cc1 | 2 | -76
CC(=O)NCCc1csc(C2CCN(C(=O)Nc3cc(C)ccc3C)CC2)n1 | -4 | -3
O=C1CSC(c2ccccc2F)N1c1ccc(Cl)c(Cl)c1 (stereo not drawn) | -1 | -38
CCc1cc(C)cc(OCC(O)Cn2cnc3ccccc32)c1 (stereo not drawn) | 0 | 16
Cc1c(C(=O)Nc2ccc(F)cc2)oc2ccc(S(=O)(=O)N3CCC4(CC3)OCCO4)cc12 | -9 | 4
NC(=O)c1oc2ccccc2c1NC(=O)c1ccc([N+](=O)[O-])o1 | -4 | 4
O=C(CN1CCCCC1)N1CCCc2c1c(=O)oc1ccc(OCc3ccccc3)cc21 | -1 | 27
O=C(Nc1ccccc1)Nc1cccc(F)c1 | -4 | -10
COc1ccc2c(c1)N1CCN(c3ccc(F)cc3)CC1C(C(=O)NC(C)C)C2 (stereo not drawn) | -4 | -2
Cc1nn(-c2ccccc2)c2sc(C(=O)NC3CC3)cc12 | 1 | 0
CCC(=O)N1CCc2ccc(C(=O)N3CCCCCC3)cc21 | 0 | 0
O=C(Nc1ccc2c(c1)OCCO2)N1CCC(N2CCN(Cc3ccccc3)C2=O)CC1 | -2 | -3
Cc1cccc2c(C(=O)NC3CC3)cc(N(C)C)nc12 | 11 | 2
Cc1ccc(NC(=O)c2cc(S(=O)(=O)N3CCC4(CC3)OCCO4)ccc2F)cc1 | 35 | 10
O=C(NC1CCCC1)c1cccc(N2CCNC(c3ccccc3)C2)n1 (stereo not drawn) | 8 | 6
CCCSc1nc(=O)c2cccnc2n1-c1ccc(OC)cc1 | -8&0 | nt
Cc1cc(O)c(C(=O)C=Cc2ccc(F)cc2)c(=O)o1 | -6 | 12
O=C(CSc1nc2ccccc2s1)Nc1ncc([N+](=O)[O-])s1 | -10 | 45
COc1ccc(-c2nc3cccnc3n2C2CCN(C(=O)c3cc(F)cc(F)c3)C2)cc1 (stereo not drawn) | 0 | 53*
CCc1cccc(CC)c1N(COC)C(=O)Cn1c(C(C)O)nc2ccccc21 (stereo not drawn) | -3 | 26
O=S(=O)(c1cccs1)N1CCC(c2nc(-c3ccc4c(c3)OCO4)no2)CC1 | -6 | -20
CCCCN(CC)C(=O)c1nn(-c2ccc(OC)cc2)c(=O)c2ccccc12 | -3 | -3
Going on with the list.
SMILES | Pf apPOL inh | mHTT-CaM PPI inh
COc1ccc(C(=O)C2=NCCc3cc(OC)c(OC)cc32)cc1OC | -16 | nt
Cc1cc(NC(=O)c2cc(Cl)ccc2Cl)n(C(C)C)n1 | -4 | -13
CN1CCN(CCCn2c(-c3ccccc3)cn3c4ccccc4nc23)CC1 | -4 | 15
O=C(CCCCCn1c(=O)[nH]c2ccsc2c1=O)NCc1ccccc1Cl | -2 | 2
O=C(O)CCCn1c(SCc2cc(=O)n3cc(Cl)ccc3n2)nc2ccsc2c1=O | -3 | 11
Cc1cc(C(=O)N(CCc2ccccc2)Cc2ccccn2)c(C)o1 | -7 | -5
Cc1ccc(N2CC(C(=O)N3CCc4ccccc4C3)CC2=O)cc1 (stereo not drawn) | -3 | 11
CC(=O)Nc1ccc(-c2nc3cc(C)cc(C)c3o2)cc1 | -1 | 2
C/C(=C1\N=C(c2ccc(Cl)cc2)OC1=O)c1cccc([N+](=O)[O-])c1 | -2 | 10
COc1cc(C(F)(F)F)nc2ccc(C)c(NC(=O)Nc3ccc(Cl)cc3)c12 | 7 | nt
Cc1cc(I)ccc1NC(=O)CSc1cccs1 | -5 | -2
CCc1c(O)nc(SCC(=O)Nc2ccccc2)n(C(C)CC)c1=O (stereo not drawn) | -4 | 11
O=C(CN1C(=O)C2C3C=CC(C3)C2C1=O)Nc1ccc(F)cc1 (stereo not drawn) | -1 | -5
O=Cc1ccc(-c2ccc(S(=O)(=O)O)cc2)o1 | -8 | 76*
O=C(Cn1cnc2c(oc3ccccc32)c1=O)Nc1ccc(F)c(Cl)c1 | 2 | -8
COc1ccccc1C=CC=C1Oc2cc(OS(C)(=O)=O)ccc2C1=O | -4 | 0
Cc1nc2cc(-c3noc(-c4cccc(N(C)C)c4)n3)ccc2o1 | -1 | -18
CCOc1ccccc1CNC(=O)c1cnn2c3c(cnc12)CCCCCC3 | 1 | -4
O=C(CSc1nnc2c(n1)[nH]c1ccccc12)Nc1nc2ccccc2s1 | -6 | 21
CCOc1ccc(C(=O)Nc2c3c(nn2-c2ccc(F)cc2)CSC3)cc1OCC | -2 | -1
Cc1oc2cc(OC(=O)N3CCOCC3)ccc2c(=O)c1-c1ccc(Br)cc1 | -3 | -1
C=CCn1c(N)c(S(=O)(=O)c2ccccc2)c2nc3ccccc3nc21 | 10 | 2
O=C(NC1CC1)c1c(O)c2cccc3c2n(c1=O)CC3 | -3 | 0
COc1ccccc1C1C2=C(CC(C)(C)CC2=O)Nc2nc(-c3cccc(Cl)c3)nn21 (stereo not drawn) | -3 | 70*
CC1=C(C(=O)Nc2ccccc2)C(c2ccc(O)cc2)n2nc(SCc3ccccc3)nc2N1 (stereo not drawn) | -4 | 5
(cont.)
SMILES | Pf apPOL inh | mHTT-CaM PPI inh
COc1ccc(NC(=O)C2=C(C)NC(=O)NC2c2ccccc2Cl)c(OC)c1 (stereo not drawn) | 3 | 19
CNC(=O)/C(=C\c1ccc([N+](=O)[O-])cc1)NC(=O)c1ccco1 | -6 | -2
COc1ccc(C)cc1N(CC(=O)Nc1ccc(C)cc1C)S(C)(=O)=O | -6 | 10
Cc1cccc(CN2CCN(C3CCN(C(=O)NC4CCCCC4)CC3)C2=O)c1 | -3 | 15
CCOC(=O)N1CCN(C(=O)CSc2ccc(-n3cccn3)nn2)CC1 | -7 | -12
COc1ccc(CCN(C)CCCC(C#N)(c2ccc(OC)c(OC)c2)C(C)C)cc1OC (stereo not drawn) | -10 | nt
C[C@H]1COc2cc(Br)ccc2S(=O)(=O)N1Cc1cn(Cc2ccco2)nn1 | 0 | -7

Exported with two lines to a compound: 4 of the compounds above
Every second line gives: Pf apPOL inh | mHTT-CaM PPI inh
COc1ccc(NC(=O)C2=C(C)NC(=O)NC2c2ccccc2Cl)c(OC)c1 (stereo not drawn)
 : 3 | 19
CNC(=O)/C(=C\c1ccc([N+](=O)[O-])cc1)NC(=O)c1ccco1
 : -6 | -2
COc1ccc(C)cc1N(CC(=O)Nc1ccc(C)cc1C)S(C)(=O)=O
 : -6 | 10
Cc1cccc(CN2CCN(C3CCN(C(=O)NC4CCCCC4)CC3)C2=O)c1
 : -3 | 15

Compound profiles (already shown). Screens in order: Pf apPOL inh | mHTT-CaM PPI inh
`COc1ccc(NC(=O)C2=C(C)NC(=O)NC2c2ccccc2Cl)c(OC)c1` (stereo not drawn) is entered as 3 | 19
`COc1ccc(CCN(C)CCCC(C#N)(c2ccc(OC)c(OC)c2)C(C)C)cc1OC` (stereo not drawn) is entered as -10 | nt
`CCOC(=O)N1CCN(C(=O)CSc2ccc(-n3cccn3)nn2)CC1` is entered as -7 | -12
`CNC(=O)/C(=C\c1ccc([N+](=O)[O-])cc1)NC(=O)c1ccco1` is entered as -6 | -2
`COc1ccc(C)cc1N(CC(=O)Nc1ccc(C)cc1C)S(C)(=O)=O` is entered as -6 | 10

Assay outcomes deposited in PubChem by University of Kansas High Throughput Screening Laboratory.
